EPAC2 ag: qHTS for Agonist of cAMP-regulated guanine nucleotide exchange factor 4 (EPAC2): primary screen | Rap guanine nucleotide exchange factor 4 (Homo sapiens), Q8WZA2 | EPAC2 activation, biochemical qHTS; response scale: 100% = 6.5 mM cAMP response | Potency, µM (top dose mostly 154 µM), without a hit: at the top dose activation, actives largely listed as activators | actives 0.079% (n = 360,000); also: potency is read from the fitted curve at half-maximal effect; nearly all actives have a fitted effect of over 50% in size
Target sequence (Q8WZA2 whole entry, looked up): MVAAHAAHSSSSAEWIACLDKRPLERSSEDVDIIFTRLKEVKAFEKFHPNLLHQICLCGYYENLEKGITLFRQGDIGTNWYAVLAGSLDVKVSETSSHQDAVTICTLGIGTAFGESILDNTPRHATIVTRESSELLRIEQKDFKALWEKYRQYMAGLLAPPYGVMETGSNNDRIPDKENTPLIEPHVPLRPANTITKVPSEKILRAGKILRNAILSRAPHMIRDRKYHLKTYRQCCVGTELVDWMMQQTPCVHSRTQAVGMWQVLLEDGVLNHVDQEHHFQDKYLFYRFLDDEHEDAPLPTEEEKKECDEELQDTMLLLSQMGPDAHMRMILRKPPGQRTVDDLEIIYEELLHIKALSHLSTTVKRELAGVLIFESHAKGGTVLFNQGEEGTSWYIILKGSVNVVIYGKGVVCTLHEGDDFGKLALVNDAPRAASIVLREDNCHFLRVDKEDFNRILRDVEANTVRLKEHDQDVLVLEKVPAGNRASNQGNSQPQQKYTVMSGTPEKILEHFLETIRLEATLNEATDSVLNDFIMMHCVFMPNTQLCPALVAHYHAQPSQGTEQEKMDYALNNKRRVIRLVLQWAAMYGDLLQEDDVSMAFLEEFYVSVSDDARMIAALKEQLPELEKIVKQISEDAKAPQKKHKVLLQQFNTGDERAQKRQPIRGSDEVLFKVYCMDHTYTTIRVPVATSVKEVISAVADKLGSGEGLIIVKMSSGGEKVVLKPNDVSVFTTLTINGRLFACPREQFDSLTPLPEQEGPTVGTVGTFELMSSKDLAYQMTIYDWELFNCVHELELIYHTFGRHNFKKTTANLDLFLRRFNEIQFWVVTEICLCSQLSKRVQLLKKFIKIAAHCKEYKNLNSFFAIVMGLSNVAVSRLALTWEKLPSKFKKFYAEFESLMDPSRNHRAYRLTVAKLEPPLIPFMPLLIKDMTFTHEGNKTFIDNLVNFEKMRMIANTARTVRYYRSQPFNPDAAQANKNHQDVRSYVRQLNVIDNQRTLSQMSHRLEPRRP
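In this primary screen, activation is scored as increased exchange of BODIPY-GDP from Rap1B by 100 nM EPAC2, with 50 uM GDP as competitor. Signal is normalized to the 6.5 mM cAMP agonist control.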
ATXN viability: Viability Counterscreen for Primary qHTS for Inhibitors of ATXN expression; AID 651635, 2014; Potency, µM (top dose mostly 56.7 µM), usual class: cytotoxic; S2 cells (HEK-293 line with an ATXN2-luciferase reporter) viability, CellTiter-Fluor protease fluorescence, 24 h; actives 0.49% (n = 400,000); also: potency is read from the fitted curve at half-maximal effect; nearly all actives have a fitted effect of over 40% in size
Nrf2 block: Nrf2 qHTS screen for inhibitors; A549 ARE-Fluc reporter, luciferase luminescence, 18-24 h; Potency, µM (titrated, usually from 46 µM), without a hit: top-dose activity change, negative = inhibition, usual class: inhibitors; actives 2.1% (n = 360,000); also: potency is read from the fitted curve at half-maximal effect; % is scaled to controls: 0 for no effect and ±100 for the full control effect; nearly all actives have a fitted effect of over 60% in size
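Quantitative HTS in A549 cells stably bearing an antioxidant response element-firefly luciferase construct. Inhibition of Nrf2-driven transcription was scored by luminescence after 18-24 h of compound exposure at 37 °C.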
IL2 activator: qHTS of IL-2 Activators | IL-2 activation reporter assay, cell-based qHTS; stimulated with anti-CD3/CD4/CD28 beads; in transgenic mouse T cells | activation, % (series mostly up to about 46 µM) | actives 0.065% (n = 360,000) | AID 652025, 2013; in the data active = activation above about 50%; inconclusive = mostly about 30% to 49%; also: 0% is about no effect
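Screening format: compound pinned onto unstimulated transgenic mouse T cells, 60 min incubation, then anti-CD3/anti-CD4/anti-CD28 bead stimulation for 18 hours at 37 degrees C, followed by EGFP and DsRed detection.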
HepG2 tox: qHTS for Inhibitors of TGF-b: Cytotox Counterscreen; HepG2 CAGA-GFP viability, ATP luminescence, 18 h; Potency, µM (doses to about 46.1 µM), for inactives: at the highest dose activity change, negative = cytotoxicity, usual class: cytotoxic; actives 0.76% (n = 410,000); AID 588856, 2011; also: potency is read from the fitted curve at half-maximal effect; some results filed as inactive show a strong effect at the top dose
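CellTiter-Glo luminescence gave cytotoxicity after 18 hours at 37 degrees C. The cells were HepG2 CAGA-GFP in 1% FBS DMEM, stimulated with 500 pg/mL TGF-beta after compound addition. %Activity was normalised to no-cell wells (complete cell-killing) and DMSO (no toxicity), and curves were fitted and classified.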
Nrf2 activator: qHTS of Nrf2 Activators; AREc32 ARE-luciferase reporter (MCF7-derived line), luminescence, 24 h; actives 0.31% (n = 410,000); Potency, µM (series often up to 46.1 µM), inactives show top-dose activation, hits mostly activators; also: potency is read from the fitted curve at half-maximal effect; % of control where 0% means no effect; nearly all actives have a fitted effect of over 65% in size
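Each well held 1000 AREc32 cells, which were incubated with compound for 24 hr at 37 deg C after overnight attachment, and ARE reporter activity was quantified by firefly luciferase luminescence.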
ATXN2 expr inh: Primary qHTS for Inhibitors of ATXN expression; HEK-293 ATXN2-luciferase reporter, luminescence, 24 h; Potency, µM (titrated, usually from 57 µM), inactives show at the highest dose activity change, negative = inhibition, actives largely listed as inhibitors; actives 0.72% (n = 360,000); AID 1745845, 2022; also: potency is read from the fitted curve at half-maximal effect; % is scaled to controls: 0 for no effect and ±100 for the full control effect; nearly all actives have a fitted effect of over 55% in size
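ATXN2-luciferase reporter cells (luciferase flanked by upstream and downstream ATXN2 gene portions) were treated 24 h at 37 °C with compounds at up to 57 uM. SteadyGlo luminescence gave expression; GF-AFC fluorescence gave viability.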
A549 viability: Nrf2 qHTS screen for inhibitors: counterscreen for cytotoxicity | A549 ARE-Fluc cells, CellTiter-Fluor viability, 18-24 h | Potency, µM (titrated, usually from 46 µM), without a hit: at the top dose activity change, negative = cytotoxicity, usual class: inhibitors | actives 0.16% (n = 390,000) | AID 504648, 2011; also: potency is read from the fitted curve at half-maximal effect; % is scaled to controls: 0 for no effect and ±100 for the full control effect
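A549 ARE_Fluc cells in 5% FBS OPTI-MEM were exposed to compounds in concentration-response for 18-24 h at 37 deg C. Viability was read by CellTiter-Fluor fluorescence (Ex 405/Em 525) after 30 min, before the luciferase read.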
TGFb inhibitor: qHTS for Inhibitors of TGF-b. HepG2 CAGA-GFP TGF-b/SMAD3 reporter, GFP fluorescence, 18 h; TGF-beta stimulated, 500 pg/mL final. Potency, µM (top dose mostly 46.1 µM), inactives show at the highest dose activity, negative = inhibition, usual class: inhibitors. actives 1.2% (n = 410,000). AID 588855, 2011; also: potency is read from the fitted curve at half-maximal effect; % is scaled to controls: 0 for no effect and ±100 for the full control effect; nearly all actives have a fitted effect of over 65% in size
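HEPG2 CAGA-GFP cells (1000/well, DMEM with 1% FBS) were pre-incubated 2 h at 37 degrees C, given compound by pin tool, then stimulated with TGF-beta at 500 pg/mL final for 18 h before per-cell GFP fluorescence imaging.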
The depositor's hits bear a star; i = inactive; ? = inconclusive; . = no result given; [ ] = another dose, or the depositor's remark. Unless noted, calls follow the shape of the dose curve; as a rule, active = well fitted curve in the direction sought with a large enough effect; inconclusive = small, poorly fitted or top-dose-only effect, or another doubt; inactive = no such curve, though single readings can be large; an effect the other way counts as inactive or inconclusive. Compounds as they come; about 4.3% have a hit in one of these screens.

mol | EPAC2 ag | ATXN viability | Nrf2 block | IL2 activator | HepG2 tox | Nrf2 activator | ATXN2 expr inh | A549 viability | TGFb inhibitor
CCCCNC(=O)CCC(=O)Nc1ccc2nc(N3CCC(C)CC3)cc(C)c2c1 | -10.0% | i | 3.2% | 0.1 | -31.6% | 4.0% | . | -1.6% | -28.9%
COc1cc2c(cc1OC)CN(C1CCCN(Cc3cccc(C(C)=O)c3)C1)CC2 (stereo not given) | 5.2% | i | 26.4% | -0.4 | 0.4% | 0.1% | -16.1% | 12.4% | -1.5%
CN(C)S(=O)(=O)c1ccc(C(=O)NCCOc2ccccc2)cc1 | 1.2% | i | ? | -1.6 | -9.7% | -0.5% | 14.3% | -3.4% | 0.1%
O=C(Nc1cc(C(=O)N2CCN(c3ccccc3O)CC2)ccc1Cl)c1cccs1 | 13.0% | i | ? | -1.7 | 19.7% | -0.2% | -7.6% | -3.7% | 0.1%
CC(=O)Nc1ccc(N2CCOCC2)c(Cl)c1 | 9.7% | i | -7.2% | 0.9 | -10.5% | -0.8% | 0.3% | 0.6% | -20.0%
COc1ccc(CCCc2nnc(SCC(=O)NN)o2)cc1 | 9.1% | i | 0.4% | -2.1 | -8.4% | -0.8% | -8.4% | -1.0% | -18.7%
O=C(c1cc(-c2ccc(Br)cc2)on1)N1CCCCCC1 | 4.5% | i | ? | -0.3 | -24.0% | -0.5% | 18.1% | 5.0% | 13.2%
CCCCOc1cccc(NC(=O)CSc2nncn2C)c1 | 1.6% | i | -1.0% | -1.0 | 6.4% | 2.5% | 1.8% | 0.4% | 0.2%
O=C(Nc1ccccc1N1CCOCC1)c1ccc(N2CCOCC2)c([N+](=O)[O-])c1 | 5.2% | i | ? | 0.4 | 7.2% | 0.6% | 13.4% | -0.4% | 8.7%
O=C(N/C(=C\c1ccco1)C(=O)N1CCCC1)c1ccccc1 | 11.7% | i | 1.9% | -0.3 | 6.3% | -0.1% | -13.2% | -1.6% | 3.7%
O=C(CSc1nc2ccccc2s1)Nc1ccc2c(c1)oc1ccccc12 | 10.8% | i | ? | 0.2 | -21.2% | 10.3% | 29.1% | 17.6% | -25.0%
CCCN(Cc1ccccc1)C(=S)NC(=O)c1ccccc1[N+](=O)[O-] | -2.5% | i | -15.7% | -4.5 | -19.8% | 2.8% | 11.1% | -2.9% | ?
CC(=O)NCC(=O)OCc1ccc([N+](=O)[O-])cc1 | 8.6% | i | 7.2% | -0.5 | -27.7% | 0.0% | -1.1% | 7.7% | -17.2%
OC(COc1ccccc1Cl)CN1CCN(CC(O)COc2ccccc2Cl)CC1 (stereo not given) | -1.4% | i | 17.4% | 0.4 | -67.7% | 8.9% | -24.0% | -0.3% | ?
COc1ccc(CN2CC(C(=O)NC3CCCCC3)CC2=O)cc1 (stereo not given) | 2.2% | i | 5.7% | -3.2 | -0.8% | -0.7% | 7.4% | 0.7% | -4.9%
C[C@@H]1CN([C@@H](C)CO)S(=O)(=O)c2ccc(Br)cc2O[C@H]1CN(C)Cc1ccccc1F | 17.4% | ? | . | 3.6 | -111.1% | -2.3% | ? | . | ?
COc1ccccc1NC(=O)C(CC=C(Cl)Cl)C(C)=O (stereo not given) | 5.0% | i | -16.3% | -0.6 | -1.4% | -0.7% | 1.9% | -3.0% | 5.8%
C=CCOc1ccc(/C=C/C(=O)OCc2csc(CC(=O)Nc3ccccc3C)n2)cc1 | 0.3% | ? | 4.8% | -1.1 | -15.3% | 0.2% | -7.1% | 3.7% | -7.5%
Cc1cc(/C=C(/C#N)C(=O)Nc2ccc(Cl)cc2)c(C)n1-c1cccnc1 | 10.2% | i | -19.5% | -0.2 | -17.0% | 3.6% | -12.3% | -4.6% | 8.5%
Cc1ccc2c(c1)[C@H]1[C@H](CO2)[C@H](c2ccccc2)[C@]2(C)C(=O)N(Cc3ccccc3)CC(=O)N12 | 20.1% | i | ? | -1.6 | -7.1% | 0.6% | -11.6% | 0.1% | ?
Cc1cccc(NC(=O)CSc2nc(-c3cccs3)cc(C(F)(F)F)c2C#N)c1 | . | i | -0.2% | . | -8.4% | 1.7% | 2.5% | 1.9% | -0.6%
COc1ccc(CNC(=O)CN(C)Cc2ccccc2F)cc1OC | -5.4% | i | -15.1% | -5.9 | -11.6% | 1.7% | 0.6% | 1.1% | 8.4%
CCS(=O)(=O)N1CCCC(C(=O)NCCc2ccc(OC)c(OC)c2)C1 (stereo not given) | 29.3%[15.6 µM] | i | 1.5% | 0.0 | 6.8% | -1.3% | -6.8% | 6.6% | 1.0%
COc1ccccc1NC(=O)c1ccccc1S(=O)(=O)c1ccc([N+](=O)[O-])cc1 | 2.2% | i | -4.5% | 1.0 | -6.0% | -0.1% | -10.8% | 0.6% | 0.8%
CCOc1ccc(CNC(=O)CSc2nnc(C)c3c(C)n(-c4ccc(Cl)cc4)nc23)cc1 | . | i | ? | . | -15.5% | -1.2% | 4.2% | 11.8% | -18.1%
CCC(=O)c1cn(CC(=O)Nc2ccccc2)c2ccccc12 | -1.9% | i | -17.0% | 0.6 | -65.4% | -0.4% | -6.7% | -3.5% | 0.0%
CCOC(=O)c1ccc(N2CCOCC2)c(NS(=O)(=O)c2ccc(F)cc2)c1 | -1.1% | i | 1.9% | 0.1 | -4.3% | 0.1% | 8.2% | 1.9% | -1.5%
CCc1ccc(C2=NN(C(C)=O)C(c3ccco3)C2)cc1 (stereo not given) | -0.2% | i | ? | 0.3 | 2.2% | -1.6% | . | -0.3% | -7.3%
C=CCNC(=O)c1ccccc1NC(=O)Cc1ccccc1[N+](=O)[O-] | 1.0% | . | -22.6% | -1.0 | 7.2% | -0.2% | -4.9% | 1.3% | -1.7%
COc1ccc(C(=O)Nc2c(N)nc(SCC(=O)N3CCC(C)CC3)[nH]c2=O)cc1 | -1.5% | i | -20.4% | -0.2 | -14.0% | -0.6% | 1.9% | 5.2% | 0.7%

Compound profiles (already shown).
OC(COc1ccccc1Cl)CN1CCN(CC(O)COc2ccccc2Cl)CC1 (stereo not given) is listed with EPAC2 ag: -1.4%; ATXN viability: i; Nrf2 block: 17.4%; IL2 activator: 0.4; HepG2 tox: -67.7%; Nrf2 activator: 8.9%; ATXN2 expr inh: -24.0%; A549 viability: -0.3%; TGFb inhibitor: ?
CCCCOc1cccc(NC(=O)CSc2nncn2C)c1 is listed with EPAC2 ag: 1.6%; ATXN viability: i; Nrf2 block: -1.0%; IL2 activator: -1.0; HepG2 tox: 6.4%; Nrf2 activator: 2.5%; ATXN2 expr inh: 1.8%; A549 viability: 0.4%; TGFb inhibitor: 0.2%

Next part
Values in the order – EPAC2 ag, ATXN viability, Nrf2 block, IL2 activator, HepG2 tox, Nrf2 activator, ATXN2 expr inh, A549 viability, TGFb inhibitor
NC(=O)c1ccc(NC(=O)Cc2cccs2)cc1
→ -5.9%, i, 0.6%, -1.4, 1.6%, 4.5%, 5.2%, -0.4%, 4.3%
CCOC(=O)c1ccc[n+](CC(=O)c2ccc(NC(=O)c3ccccc3)cc2)c1
→ -3.6%, i, 16.3%, 0.1, 9.5%, -0.2%, -1.8%, 18.5%, 5.2%
O=C(Nc1cnc2sccn2c1=O)c1ccc(Cl)cc1Cl
→ 6.6%, ?, ., -2.2, 0.6%, -0.6%, -26.3%, 5.6%, -3.8%
CCN(CCNC(=O)c1ccc(C#N)cc1)c1cccc(C)c1
→ 10.9%, i, 1.7%, 3.0, -0.1%, -0.3%, -7.5%, 0.5%, 6.7%
Cc1nc2c(=O)n(C)c(=O)[nH]c2n1Cc1ccccc1
→ 7.7%, i, 4.8%, -3.0, -4.0%, -0.2%, 2.3%, ., 0.0%
COc1ccccc1[C@@H]1C(c2ccc(F)cc2)=NN(c2ccccc2)[C@H]1C(=O)N1CCOC1=O
→ 7.6%, ., -16.6%, -0.1, 1.5%, 3.8%, -2.4%, 8.4%, 0.6%
CCn1nc(C(=O)Nc2nc(-c3ccccn3)cs2)c2ccccc2c1=O
→ 5.0%, ., ?, 2.0, -37.8%, 4.7%, ., -7.5%, ?
COc1ccc(C(=O)COC(=O)CCn2c(C)csc2=O)c(OC)c1
→ -1.3%, i, ., -0.2, 0.2%, 2.8%, ., ., -14.1%
COc1ccc(C(=O)CCN2CCN(c3ccccc3OC)CC2)cc1
→ 5.8%, i, 6.1%, -5.0, -167.7%, -1.5%, 0.8%, 0.1%, ?
COc1ccc(-c2noc(N3CCC(C(=O)NCc4ccc(F)cc4)CC3)n2)cc1
→ -11.3%, i, 18.8%, -1.8, -1.0%, -0.5%, -30.2%, 0.4%, 2.9%
Cc1ccc(S(=O)(=O)N(C(=O)c2ccco2)c2cc3sc(=O)oc3c3ccccc23)cc1
→ -1.6%, ?, 1.5%, -0.6, -36.6%, 3.8%[9.22 µM], -35.9%, 0.9%, ?
COc1ccc(-c2nc3n(c(=O)c2C#N)CCCS3)cc1
→ 8.1%, i, ?, 0.9, -4.6%, 0.0%, 3.6%, 8.4%, 12.0%

Three compounds from above, sorted by their value in IL2 activator, high to low.
SMILES | IL2 activator
CCN(CCNC(=O)c1ccc(C#N)cc1)c1cccc(C)c1 | 3.0
O=C(Nc1cnc2sccn2c1=O)c1ccc(Cl)cc1Cl | -2.2
COc1ccc(C(=O)CCN2CCN(c3ccccc3OC)CC2)cc1 | -5.0

Screening data (PubChem)
